Source: PubChem BioAssay (The Scripps Research Institute Molecular Screening Center)
CHRM5 agonist: CHRM5 agonism in calcium assay | P08912 | activation, % at 3 µM | CHO-K1 hM5 cells, Fluo-8 calcium fluorescence; 0% DMSO wells, 100% maximal acetylcholine response | 360,000 tested, 0.19% active;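 active means activation above the run's mean over test compounds plus 3 SD, cut at about 23% in these data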;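 further: signal is peak over basal fluorescence ratio across the kinetic read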
Target sequence (P08912 whole entry, looked up): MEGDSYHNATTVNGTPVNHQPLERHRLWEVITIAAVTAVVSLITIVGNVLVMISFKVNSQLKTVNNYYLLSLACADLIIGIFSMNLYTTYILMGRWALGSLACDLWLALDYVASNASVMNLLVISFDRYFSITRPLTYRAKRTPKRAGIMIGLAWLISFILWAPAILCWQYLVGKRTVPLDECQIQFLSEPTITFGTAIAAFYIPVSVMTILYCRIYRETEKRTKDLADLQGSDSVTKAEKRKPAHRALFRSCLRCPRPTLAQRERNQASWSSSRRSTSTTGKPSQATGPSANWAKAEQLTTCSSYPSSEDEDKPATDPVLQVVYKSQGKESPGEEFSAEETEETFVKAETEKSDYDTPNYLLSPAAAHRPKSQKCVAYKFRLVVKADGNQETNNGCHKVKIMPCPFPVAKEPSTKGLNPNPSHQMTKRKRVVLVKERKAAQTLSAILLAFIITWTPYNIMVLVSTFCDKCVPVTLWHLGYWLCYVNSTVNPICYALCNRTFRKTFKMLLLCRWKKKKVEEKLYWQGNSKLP
CHRM5 PAM: CHRM5 positive allosteric modulation; AID 624038; CHO-K1 hM5, Fluo-8 calcium, ACh EC20 PAM; 0% = ACh EC20, 100% = ACh EC100; P08912; activation, % at 3 µM; 360,000 tested, 0.3% active;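 active means activation above the run cutoff, the mean activation of all test compounds plus 3 SD, cut at about 18% in these data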
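System: CHO-K1 hM5 cells. Reagent: acetylcholine, EC20 level. Compound dosing: single dose, 3 µM nominal final test concentration. Timing: Post-acetylcholine fluorescence recording 140 s. Detection: Fluo-8 calcium fluorescence. Read-out: % activation, ACh-normalized. Benchmarks: ACh EC20 and EC100 wells. Repeats: singlicate, one well per test compound.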
M4 ag: CHRM4 agonism in calcium assay; P08173; CHO-K1 hM4/Gqi5, Fluo-8 calcium fluorescence; vehicle 0%, full acetylcholine response 100%; activation, % at 3 µM; 360,000 tested, 0.14% active; AID 624127;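 active means activation above the run mean over all test wells plus 3 SD, cut at about 32% in these data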;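 further: peak over basal fluorescence ratio per well then scaled between controls; 0% = DMSO wells and 100% = acetylcholine at EC100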
Target sequence (P08173 whole entry, looked up): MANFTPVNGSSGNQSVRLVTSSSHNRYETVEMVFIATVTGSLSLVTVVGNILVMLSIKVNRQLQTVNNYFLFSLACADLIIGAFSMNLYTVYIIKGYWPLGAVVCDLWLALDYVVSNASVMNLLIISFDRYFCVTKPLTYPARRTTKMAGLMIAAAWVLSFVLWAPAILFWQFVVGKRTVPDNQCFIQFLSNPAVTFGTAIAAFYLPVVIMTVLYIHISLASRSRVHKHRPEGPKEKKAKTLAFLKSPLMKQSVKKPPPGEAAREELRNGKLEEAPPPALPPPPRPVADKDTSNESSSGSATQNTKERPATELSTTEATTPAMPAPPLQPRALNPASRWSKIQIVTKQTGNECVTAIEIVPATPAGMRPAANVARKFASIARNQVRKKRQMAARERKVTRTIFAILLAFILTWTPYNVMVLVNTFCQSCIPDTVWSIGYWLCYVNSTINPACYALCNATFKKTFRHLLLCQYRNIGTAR
M1 ag: agonists of human M1 muscarinic receptor. CHO-K1 hM1, Fluo-8 calcium fluorescence, agonist mode; 0% DMSO, 100% acetylcholine EC100. 360,000 tested, 0.33% active. AID 588814. activation, % at 3 µM;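 active means activation above the run's mean compound activation plus 3 SD, cut at about 16% in these data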;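 further: peak over basal fluorescence ratio within a 140 s kinetic read after compound addition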
M5 antag: blocks acetylcholine activation of human M5 receptor; inhibition, % at 3 µM; P08912; CHO-hM5 cells, Fluo-8 calcium fluorescence, ACh EC80; 360,000 tested, 0.59% active; AID 624040;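 active means inhibition above a per-plate cutoff, the mean of that plate's test compounds plus 3 SD, cut at about 27% in these data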;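 further: 0% = acetylcholine EC80 with DMSO and 100% = DMSO without agonist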
CHRM4 antagonist: antagonists of human muscarinic M4 receptor (CHRM4) | P08173 | CHO-hM4 cells, ACh EC80, Fluo-8 calcium fluorescence | inhibition, % at 3 µM | 360,000 tested, 0.73% active | AID 624125;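 active means inhibition above its plate's cutoff, the mean inhibition of sample wells plus 3 SD, cut at about 27% in these data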;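 further: 0% = acetylcholine EC80 with DMSO and 100% = DMSO without agonist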
TAAR1 agonist: human TAAR1 agonism; Q96RJ0; CHO RD-HGA16 TAAR1, Fluo-8 calcium fluorescence; vehicle wells 0%, saturating PEA agonist 100%; activation, % at 3 µM; 360,000 tested, 0.99% active; AID 624467;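 active means activation above the mean activation of all test compounds in the run plus 3 SD, cut at about 38% in these data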
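Signal – calcium-sensitive Fluo-8 signal, excitation 470-495, emission 515-575 nm · System – RD-HGA16 (CHO) cells co-expressing Gα16 and hTAAR1 · Incubation – 17-24 h seeding, 75 min 37 °C dye, 30 min RT · Compound dosing – 3 µM single concentration · Repeats – no replicates (n 1)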
M1 antag: blocks human M1 muscarinic receptor; P11229; CHO-K1 hM1, Fluo-8 calcium fluorescence, ACh EC80 antagonist; inhibition, % at 3 µM; 360,000 tested, 1.3% active;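 active means percent inhibition above its own plate's cutoff, namely the mean of that plate's compound wells plus 3 SD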;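 further: peak over basal fluorescence ratio during 140 s after agonist addition; 0% = ACh EC80 plus DMSO and 100% = DMSO alone without agonist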
CHRM1 PAM: positive allosteric modulators of human M1 muscarinic receptor | P11229 | CHO-K1 hM1, Fluo-8 calcium fluorescence, ACh EC20; 0% = ACh EC20, 100% = maximal ACh | activation, % at 3 µM | 360,000 tested, 0.088% active | AID 588819; in the data active means activation above about 19%, passing the limit was not always enough
* hit, by the source's call; · = not tested or not shown. A portion of the library, so the mix of outcomes need not match the whole.

(1) O=C(NCCc1c[nH]c2ccccc12)c1cnc2n(c1=O)CCS2
(2) COC(=O)c1ccc(OC)c(CSc2nnc(COc3ccc(OC)cc3)o2)c1
(3) COc1ccc(-c2cc(NC=O)c3ncc(-c4cc(OC)c(OC)c(OC)c4)n3c2)cc1
(4) COc1ccc(C(=O)O)cc1S(=O)(=O)Nc1ccccc1C(=O)NCc1ccc2c(c1)OCO2
(5) CCOc1ccccc1-n1nnnc1SCC(=O)N1CCCC1=O
(6) CC(Sc1nnc2c(n1)[nH]c1ccccc12)C(=O)NC1CCCCC1 (stereo unspecified)
(7) Brc1cccc(-c2nnc(SCc3ccon3)n2-c2ccccc2)c1
(8) COC(=O)C1=CN(c2ccc(F)cc2)C(N)=C(C#N)C1c1cccc(OC)c1OC (stereo unspecified)
Compound	1	2	3	4	5	6	7	8
TAAR1 agonist	2	15	11	11	15	1	1	2
CHRM4 antagonist	-10	6	-9	-4	-23	-3	-12	-34
CHRM1 PAM	0	4	0	8	6	18	2	·
M1 antag	-2	-2	-2	0	-3	-15	-8	·
M1 ag	-2	-6	1	-2	3	0	0	·
CHRM5 agonist	1	-2	0	3	2	-2	3	0
CHRM5 PAM	0	-7	-2	6	-3	-1	-3	-8
M4 ag	0	1	4	0	2	2	2	5
M5 antag	1	8	8	-2	4	21	0	9

(9) CCOC(=O)c1nc(-c2ccc3c(c2)OCO3)[nH]c1C
(10) O=[N+]([O-])c1ccccc1/C=C/CN1CCCCC1CO (stereo unspecified)
(11) N#Cc1cccc(-n2c(-c3ccccc3)nnc2-c2ccccc2)c1C#N
(12) C[C@@H]1CN([C@H](C)CO)C(=O)CCCn2nncc2CO[C@@H]1CN(C)S(C)(=O)=O
(13) O=C1NC(=NCc2ccccc2)S/C1=C\c1ccccc1
(14) NS(=O)(=O)c1ccc(CNC(=O)c2ccc(S(=O)(=O)C(F)F)cc2)cc1
(15) COC(=O)c1sccc1NC(=O)c1cccc(Cl)c1
(16) CCCCCCn1c(CN2CCCC(C)C2)nc2c1c(=O)n(C)c(=O)n2C (stereo unspecified)
Compound	9	10	11	12	13	14	15	16
TAAR1 agonist	1	2	18	2	0	3	-3	0
CHRM4 antagonist	1	9	-7	-10	8	-5	-10	1
CHRM1 PAM	7	-12	-13	5	7	-1	6	9
M1 antag	-12	9	11	-7	-4	1	-6	-14
M1 ag	-4	-7	-10	0	-3	-2	-4	-4
CHRM5 agonist	0	-26	-2	0	0	-4	-2	-2
CHRM5 PAM	-5	2	-12	5	0	-6	-7	-4
M4 ag	0	2	16	0	-1	0	-2	0
M5 antag	3	-6	0	3	-1	13	1	1

The final 4 compounds of the section above open the next one.
(13) O=C1NC(=NCc2ccccc2)S/C1=C\c1ccccc1
(14) NS(=O)(=O)c1ccc(CNC(=O)c2ccc(S(=O)(=O)C(F)F)cc2)cc1
(15) COC(=O)c1sccc1NC(=O)c1cccc(Cl)c1
(16) CCCCCCn1c(CN2CCCC(C)C2)nc2c1c(=O)n(C)c(=O)n2C (stereo unspecified)
(17) NC(=O)c1ncc(C(F)(F)F)cc1Oc1ccc(F)cc1
(18) COc1ccc(C(=O)Nc2ccc(NC(=O)c3cccc(F)c3)cn2)cc1
(19) CC(C)(C)NS(=O)(=O)CC12CCC(CC1=O)C2(C)C (stereo unspecified)
(20) COc1ccc(C(=O)NNC(=O)CN2CCC(n3nnc4cc(C(F)(F)F)ccc43)CC2)cc1
(21) CCCc1c(-c2ccc(F)cc2)ncn1CCc1ccccc1OC
(22) CN1/C(=C/C=C(C#N)C#N)C(C)(C)c2ccccc21
(23) COc1ccc(CN2C(=O)CCC2(C)c2nnnn2-c2c(C)cccc2C)cc1 (stereo unspecified)
(24) COC(=O)C1(S(=O)(=O)c2cccc3nsnc23)CC1
Compound	13	14	15	16	17	18	19	20	21	22	23	24
TAAR1 agonist	0	3	-3	0	5	7	3	-3	16	-1	-1	3
CHRM4 antagonist	8	-5	-10	1	-7	-18	-3	-7	-7	-6	-6	-1
CHRM1 PAM	7	-1	6	9	1	17	-14	-11	·	9	·	3
M1 antag	-4	1	-6	-14	-25	-17	1	8	·	-10	·	-9
M1 ag	-3	-2	-4	-4	-3	-2	-6	0	·	0	·	-7
CHRM5 agonist	0	-4	-2	-2	-1	-2	-13	6	-4	2	5	-5
CHRM5 PAM	0	-6	-7	-4	2	0	-18	-9	-15	9	-3	-2
M4 ag	-1	0	-2	0	1	1	1	3	-1	0	0	1
M5 antag	-1	13	1	1	1	-9	10	2	0	1	-5	-3

(25) Cc1cc(NS(=O)(=O)c2ccccc2)ccc1NS(=O)(=O)c1ccccc1
(26) O=C(NC(NNc1ccc([N+](=O)[O-])cc1)(C(F)(F)F)C(F)(F)F)c1ccccc1Cl
(27) O=S1(=O)CCOCCCN1Cc1cccc(F)c1
(28) CC(C)C[C@H](NC(=O)c1nc[nH]c1C(=O)NCC(=O)OC(C)(C)C)C(=O)OCc1ccccc1
(29) Cc1cccc(C(C)C)c1NC(=O)COC(=O)C1CC(=O)N(Cc2ccccc2)C1 (stereo unspecified)
(30) Cc1ccc(/C=N\NC(=O)Cc2noc3ccccc23)cc1
(31) CC(C)/C=N/NC(=O)c1cc(Br)ccc1O
(32) Cc1ccc(C(=O)O/N=C(\N)c2ccccn2)c(Cl)c1
Compound	25	26	27	28	29	30	31	32
TAAR1 agonist	5	7	2	-2	4	12	4	-3
CHRM4 antagonist	-2	6	13	-11	3	8	5	-7
CHRM1 PAM	10	-8	0	7	8	3	-6	4
M1 antag	-12	22	4	-8	-9	-14	-1	-16
M1 ag	2	-3	-2	-6	0	-4	-1	-4
CHRM5 agonist	-2	0	1	-8	3	-5	2	-5
CHRM5 PAM	-16	-12	-1	11	2	0	1	-11
M4 ag	1	4	0	-1	2	2	4	0
M5 antag	11	10	1	-4	1	-1	1	2

(33) O=C(C1CC1)n1cc(C(=S)N2CCOCC2)c2ccccc21
(34) CC(C)CN(C(=O)C1CCC1)c1c(N)n(Cc2ccccc2)c(=O)[nH]c1=O
(35) COCCn1c(C)cc2c(c1=O)C(c1ccco1)C(C#N)=C(N)O2 (stereo unspecified)
(36) CN(C(=O)CS(=O)(=O)c1cn(CC(=O)N2CCCC2)c2ccccc12)c1ccccc1
(37) O=C1NCC(COCc2ccccc2)O1 (stereo unspecified)
(38) Cc1cc(C(=O)NNC(=O)c2c(-c3c(Cl)cccc3Cl)noc2C)no1
(39) O=C(Nc1nc(-c2nc3ccccc3s2)cs1)C1COc2ccccc2O1 (stereo unspecified)
(40) Cc1sc(NC(=O)C2CSC3(C)CCC(=O)N23)nc1-c1ccccc1 (stereo unspecified)
Compound	33	34	35	36	37	38	39	40
TAAR1 agonist	0	10	9	1	14	1	0	1
CHRM4 antagonist	1	5	-12	-2	-5	1	-26	-4
CHRM1 PAM	6	19	0	7	6	5	2	0
M1 antag	-13	-18	-4	-6	-22	-5	-6	-7
M1 ag	-4	2	-4	-4	-1	-2	1	-2
CHRM5 agonist	-4	-1	3	-4	0	-3	-1	-1
CHRM5 PAM	13	-6	6	3	-2	-3	-6	-6
M4 ag	4	0	0	0	0	0	2	3
M5 antag	-8	1	-4	-2	-9	8	-8	1

(41) Cc1ccc(NC(=O)CCC(=O)c2cccs2)nc1
(42) Cc1cccc(C)c1OCC(=O)Nc1ccc2c(c1)C(=O)NC2=O
(43) O=C(NC(Cc1ccccc1)C(=O)N1CCN(c2ccccc2O)CC1)c1ccccc1 (stereo unspecified)
(44) CCCC1(c2ccccc2)NC(=O)N(CC(=O)N2CC(=O)Nc3ccccc32)C1=O (stereo unspecified)
(45) O=S(=O)(c1cccc(C(F)(F)F)c1)N1CCN(CC(O)COCc2ccccc2)CC1 (stereo unspecified)
(46) O=C(CCN1C(=O)C2C3CCC(C3)C2C1=O)Nc1cccc(Cl)c1 (stereo unspecified)
(47) O=C(Nc1cccc(-c2nc3ccccc3[nH]2)c1)c1ccco1
(48) COC(=O)c1c(-c2cccc(OC)c2)csc1N
Compound	41	42	43	44	45	46	47	48
TAAR1 agonist	0	4	13	4	2	2	11	-3
CHRM4 antagonist	-8	5	6	-23	1	-3	-12	5
CHRM1 PAM	7	3	-9	23	12	9	-8	8
M1 antag	-10	-1	13	-14	-19	0	5	-18
M1 ag	0	0	-1	5	-2	0	-2	-4
CHRM5 agonist	2	0	4	-2	2	-2	0	0
CHRM5 PAM	8	-4	-14	10	-2	-8	-12	2
M4 ag	2	3	17	3	2	4	15	1
M5 antag	-2	8	14	-10	15	-5	4	-2

One compound at a time, as listed above. Order of values: TAAR1 agonist | CHRM4 antagonist | CHRM1 PAM | M1 antag | M1 ag | CHRM5 agonist | CHRM5 PAM | M4 ag | M5 antag
O=C(NC(NNc1ccc([N+](=O)[O-])cc1)(C(F)(F)F)C(F)(F)F)c1ccccc1Cl as listed: 7 | 6 | -8 | 22 | -3 | 0 | -12 | 4 | 10
O=C(NCCc1c[nH]c2ccccc12)c1cnc2n(c1=O)CCS2 as listed: 2 | -10 | 0 | -2 | -2 | 1 | 0 | 0 | 1

Ordered by SMILES length (descending): part of the list above.
(42) Cc1cccc(C)c1OCC(=O)Nc1ccc2c(c1)C(=O)NC2=O
(47) O=C(Nc1cccc(-c2nc3ccccc3[nH]2)c1)c1ccco1
(41) Cc1ccc(NC(=O)CCC(=O)c2cccs2)nc1
Compound	42	47	41
TAAR1 agonist	4	11	0
CHRM4 antagonist	5	-12	-8
CHRM1 PAM	3	-8	7
M1 antag	-1	5	-10
M1 ag	0	-2	0
CHRM5 agonist	0	0	2
CHRM5 PAM	-4	-12	8
M4 ag	3	15	2
M5 antag	8	4	-2

Further structures follow:
(49) OC(c1ccccc1)(c1ccccc1)C1CCN(CCCOc2ccc3c(c2)CCCC3)CC1
(50) C=CCNC(=O)CCCCCNS(=O)(=O)c1ccc(OC)cc1
(51) COC(=O)c1ccccc1NC(=O)CCCn1nc([N+](=O)[O-])c(Br)c1C
(52) CCOc1ccccc1CN1CCN(CC2=Cc3cc(OC)ccc3OC2)CC1CCO (stereo unspecified)
(53) CCCOc1ccc(OCCSc2ncccn2)cc1
(54) CC(=O)N1c2ccc(S(=O)(=O)N3CCCC(C(=O)NCc4ccccc4Cl)C3)cc2CC1C (stereo unspecified)
(55) COc1ccc(CCNC(=O)c2cc3c(=O)n(C)c4ccccc4c3n2C)c(OC)c1
(56) COc1cc(NC(=S)NN2CCN(C)CC2)cc(OC)c1OC
(57) Cc1cccc2cc(CN(CCCO)C(=O)Nc3ccc(Cl)cc3)c(=O)[nH]c12
(58) Cc1c(NC(=O)COC(=O)/C=C/c2cccc(Cl)c2)c(=O)n(-c2ccccc2)n1C
Compound	49	50	51	52	53	54	55	56	57	58
TAAR1 agonist	42*	3	-1	1	-2	1	1	9	13	0
CHRM4 antagonist	32*	7	3	-4	2	3	2	4	-7	4
CHRM1 PAM	·	-5	13	-19	5	-2	1	9	-6	9
M1 antag	·	8	-27	34*	-22	-5	-1	0	19	-9
M1 ag	·	-3	-2	-7	-4	1	-2	-6	-4	-7
CHRM5 agonist	-3	0	1	-11	-4	-3	7	-2	-2	-3
CHRM5 PAM	-24	-1	6	-4	2	-4	-3	-3	-10	2
M4 ag	15	0	1	4	0	2	3	1	2	1
M5 antag	26	5	-13	2	0	8	-4	2	9	-2
